# Imprint erasure: induces erasure of genomic imprints in mouse ES cells | mouse ES Peg3-LacZ reporter, beta-gal luminescence, 40 h | Potency, µM (series often up to 60.7 µM), inactives show at the top dose activity change, positive = activation, actives largely listed as activators | 0.02% of 110,000 active | AID 1948;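 further: 0% = negative control wells on the plate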
#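 Imprint erasure is scored as LacZ activity from the silenced maternal Peg3 allele in feeder-free female ES cells cultured 40 h with LIF. Luminescence is normalized to in-plate negative controls and fitted to the Hill equation.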
# IkB sig inh: suppresses IkB signaling in ABC-DLBCL reporter cells; AID 445; Potency, µM (highest dose often 57.1 µM), without a hit: at the highest dose IkBa stabilization activation; 0.04% of 110,000 active; ABC-DLBCL IkBa-CBG/CBR dual luciferase ratio, 4 h; response scale: scaled: untreated 0%, proteasome inhibitor 100%; active means well fitted curve in the direction sought with a large enough effect in the signal ratio, not every such curve was filed as active; inconclusive means small, poorly fitted or top-dose-only effect, or a change in a side signal; the % refers to the signal ratio;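 further: the direction sought is a rising ratio; 0% = basal untreated cells and 100% = reference inhibitor full response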
#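 In this assay, an IκBα–CBG68 fusion accumulates when IKK-driven degradation is blocked; native CBR normalizes for cell number. OCI-Ly3 cells were treated 4 h with compound and doxycycline, then green and red light read after Chroma-Glo addition.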
# p53ts 39C tox: p53ts cell cytotoxicity, nonpermissive temperature; 1.5% of 130,000 active; Potency, µM (top dose mostly 46.1 µM), inactives show at the top dose activity change, negative = cell killing, hits mostly cytotoxic; H1299-p53A138V viability at 39C, ATP luminescence, 24 h; further: nearly all actives have a fitted effect of over 55% in size
# p53ts 32C tox: cytotoxicity in p53ts cells at permissive temperature; H1299-p53A138V at 32C, ATP luminescence viability, 24 h; Potency, µM (series often up to 46.1 µM), inactives show top-dose activity change, negative = cytotoxicity, actives largely listed as cytotoxic; 0.93% of 130,000 active;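 further: 0% = DMSO and -100% = full killing by reference compound; nearly all actives have a fitted effect of over 55% in size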
#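 ATP-content luminescence (ATPlite) read-out after 24 h compound exposure at 32C in H1299-p53A138V cells (600/well). Tested up to 46 uM. Normalized to DMSO (0%) and 100 uM tamoxifen (100% killing); Hill-fit AC50.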
# * hit, by the source's call; ? = inconclusive; . = not tested or not shown; [ ] = dose if it differs, or a comment. Unless noted, the call rests on the fitted dose curve; in most records, active means well fitted curve in the direction sought with a large enough effect; inconclusive means small, poorly fitted or top-dose-only effect, or another doubt; inactive means no such curve, though single readings can be large; an effect the other way counts as inactive or inconclusive. Unless noted, on the % scale 0 is the no-effect control and ±100 the full control effect; potency means the concentration at half of the fitted maximal effect.
# The first 2 records as a preview:
SMILES,Imprint erasure,IkB sig inh,p53ts 39C tox,p53ts 32C tox
O=C(COC(=O)CN1C(=O)C2CC=CCC2C1=O)Nc1cc(C(F)(F)F)ccc1N1CCOCC1 (stereo not drawn),-11%,-0.5%,-1%,-1%
CCc1ccc(NC(=O)Cn2c(=O)c3cc(Cl)ccc3n3nncc23)cc1,?,-1.3%,-17%,15%

# The whole of this part, from the start:
SMILES,Imprint erasure,IkB sig inh,p53ts 39C tox,p53ts 32C tox
O=C(COC(=O)CN1C(=O)C2CC=CCC2C1=O)Nc1cc(C(F)(F)F)ccc1N1CCOCC1 (stereo not drawn),-11%,-0.5%,-1%,-1%
CCc1ccc(NC(=O)Cn2c(=O)c3cc(Cl)ccc3n3nncc23)cc1,?,-1.3%,-17%,15%
CC(=O)OC[C@@H]1O[C@@H](O/N=C2/C[C@@H](O)[C@@H](O)[C@@H]3[C@@H]4C(=O)N(c5cccc(Oc6ccccc6)c5)C(=O)[C@H]4CC[C@@H]23)[C@H](OC(C)=O)[C@H](OC(C)=O)[C@@H]1OC(C)=O,.,.,17%[9.22 µM],3%[9.22 µM]
Cc1cc2cc3c(=O)[nH]c(=O)[nH]c3nc2cc1C,?,0.5%[11.4 µM],10%[9.22 µM],1%[9.22 µM]
CCOC(=O)c1c(NC(=O)c2ccc(S(=O)(=O)N3CCC(C)CC3)cc2)sc2c1CCN(C(C)C)C2,-15%[10.9 µM],?,-25%,-17%
COc1cc(C2C(C(=O)OC(C)C)=C(C)N=C3SCCC(=O)N32)ccc1OCc1ccccc1 (stereo not drawn),16%[10.9 µM],-0.8%,-3%,16%
CCCCC(=O)N1CC2(C)CN(C(=O)CCCC)CC(C)(C1)C2=O,-2%,-0.1%,5%,1%
COc1ccc(-c2n[nH]c3c2cnc2ccc(F)cc23)cc1,8%[10.9 µM],-0.2%,5%,-2%
CC(C)Oc1cccc(C(=O)Nc2ccccc2N2CCOCC2)c1,.,2.4%,3%,-4%
COc1ccc(-n2nnnc2SCC(=O)c2ccc(OC)c(OC)c2)cc1,-15%,1.4%,-1%,0%
Fc1ccc(Cn2c(-c3cccc(Br)c3)nc3ccccc32)cc1,-5%[10.9 µM],?,-8%,3%
CC1=CC2(O)OCCN(CCO)C2=CC1=O (stereo not drawn),.,.,-14%,-11%
O=C(NC1CS(=O)(=O)CC1NCc1ccco1)c1ccccc1 (stereo not drawn),-8%,1.0%,0%,-7%
CC1CCN(C(=O)C2COc3ccccc3C2)CC1 (stereo not drawn),-14%[10.9 µM],-1.1%,-13%,8%
COc1ccc(Cn2c(CO)cnc2SCC(=O)NCc2ccco2)cc1,10%[10.9 µM],1.0%,3%,4%
O=C(Nc1nccs1)c1ccc(S(=O)(=O)c2ccccc2)cc1,-16%,0.9%,11%,2%
COc1ccc(OC)c(C(=O)CSc2nc3ncccc3[nH]2)c1,7%,4.7%,6%,2%
C=CCc1cccc2cc(C(=O)NCc3cccnc3)c(=O)oc12,.,.,6%,5%
CC(=O)Nc1ccc(NC(=O)C2CCCN(c3ncccn3)C2)cc1 (stereo not drawn),.,.,11%,-8%
COc1cccc(N2C(=O)C3ON(c4ccccc4)C(c4cccs4)C3C2=O)c1 (stereo not drawn),-1%,-1.1%,2%,-7%
COC(=O)c1ccccc1NC(=O)C1CCN(C(=O)c2cc(OC)cc(OC)c2)CC1,-7%,1.4%,8%,7%
Cc1nc2sc(C(=O)Nc3ccc(F)cc3)c(N)c2c(-c2ccc(Br)cc2)c1C(=O)Nc1ccc(Cl)cc1,-15%[10.9 µM],38%,-3%,-15%
CCOc1ccc(NC(=O)c2cc3c(s2)-c2ccccc2OC3)cc1,1%[10.9 µM],?,9%,6%
CC(C(=O)NCc1ccco1)n1nc(-c2ccccc2)c2cc(Cl)ccc21 (stereo not drawn),-11%,-0.3%,-28%,-20%
COc1ccc(OC)c(CCNC(=O)C2=C(C)C(=O)OC23CCC(C)CC3)c1 (stereo not drawn),-4%[10.9 µM],?,-5%,0%
CN(C(=O)CSc1nc2c(c(=O)[nH]1)CCCC2)c1ccccc1,20%[10.9 µM],-0.6%,-9%,1%
CCCCNC(=O)Cn1ncc2c(C)n(Cc3cccc(Cl)c3)c(C)c2c1=O,-6%[10.9 µM],?,-19%,-1%
COc1ccc(S(=O)(=O)N(C)C2CCN(C)CC2)cc1,12%,2.8%,2%,9%
CC(C)c1cc(C(=O)Nc2cccnc2)no1,-95%[inhibitor],4.3%,?,?
COc1ccc(-c2nc3ccccc3o2)cc1NC(=O)COc1c(C)cc(Cl)cc1Cl,18%[10.9 µM],-4.8%,0%,0%

# In a second layout: 3 of the compounds above.
mol | Imprint erasure | IkB sig inh | p53ts 39C tox | p53ts 32C tox
COC(=O)c1ccccc1NC(=O)C1CCN(C(=O)c2cc(OC)cc(OC)c2)CC1 | -7% | 1.4% | 8% | 7%
Cc1nc2sc(C(=O)Nc3ccc(F)cc3)c(N)c2c(-c2ccc(Br)cc2)c1C(=O)Nc1ccc(Cl)cc1 | -15%[10.9 µM] | 38% | -3% | -15%
CCOc1ccc(NC(=O)c2cc3c(s2)-c2ccccc2OC3)cc1 | 1%[10.9 µM] | ? | 9% | 6%

# Carrying on.
SMILES,Imprint erasure,IkB sig inh,p53ts 39C tox,p53ts 32C tox
COc1ccc2c(c1)CC(C1(O)C(=O)N(C)c3ccccc31)C2=O (stereo not drawn),-13%,0.3%,2%,9%
CC(C)CCCNc1nc(N2CCOCC2)nc(N2CCOCC2)n1,-7%,-3.1%,18%,5%
Cc1nc2ccccc2c(=O)n1C1CCCCCC1,-10%,-0.1%,3%,-3%
COc1ccc(C)cc1NC(=O)CC(=O)Nc1ccc2nc3n(c(=O)c2c1)CCCCC3,18%[10.9 µM],17%,?,-13%
CC(C)(C)c1ccc(S(=O)(=O)NCCOCC(F)(F)C(F)F)cc1,-21%,0.5%,8%,79%[activator]
C=CCN1C(=O)C(O)(CC(=O)c2ccc(Cl)cc2)c2ccccc21 (stereo not drawn),-25%,1.9%,2%,3%
CC1CC(C)CN(S(=O)(=O)c2ccc(C(=O)NCCCn3ccnc3)cc2)C1 (stereo not drawn),-27%,0.6%,-5%,3%
O=C(CSc1nnc(Nc2ccccc2)s1)NCc1ccco1,-65%[inhibitor],0.1%,-6%,-5%
CN1CCC(N(C)CC(=O)Nc2cccc(Oc3ccccc3)c2)CC1,-19%,0.8%,-14%,-2%
O=S(=O)(c1ccc(Br)s1)N1CCN(c2cccc(C(F)(F)F)c2)CC1,7%[10.9 µM],?,5%,5%
CC1=CC(C)(C)N(C(=O)CN2C(=O)c3ccccc3C2=O)c2ccccc21,-20%,1.2%,5%,5%
CCOC(=O)c1cc2c(ccn2-c2ccc(F)cc2)n1CC(=O)N1CCN(C(=O)c2ccco2)CC1,-15%,2.5%,0%,2%
CSc1ccc(CCNC(=O)c2cc3cc(S(=O)(=O)N4CCCCC4)ccc3n2C)cc1,-7%[10.9 µM],-0.9%,-8%,-10%
COCCOC(=O)C1=C(C)N=C2SCCC(=O)N2C1c1ccc(OCc2ccccc2)c(OC)c1 (stereo not drawn),19%[10.9 µM],2.0%,6%,13%
COc1ccc(NC(=O)CN2C(=O)COc3ccc(S(=O)(=O)Nc4ccccc4)cc32)cc1,-8%[10.9 µM],?,6%,6%
N#Cc1ccc(C23CC4(C2)[C@H](CN(P(=O)(c2ccccc2)c2ccccc2)[C@@H]4c2ccccc2)C3c2ccc(Cl)nc2)cc1 (stereo partly drawn),-19%,.,30%[activator],28%
CCCCOc1ccc(S(=O)(=O)Nc2cc(OC)ccc2OC)cc1,-20%,9.0%,-19%,10%
CN(CC(=O)NCCN1CCN(Cc2ccccc2)CC1)S(=O)(=O)c1cccc2nsnc12,-12%,0.2%,-1%,6%
CN(CCO)C(=O)c1cccc2c1-c1ccccc1C2=O,1%,-1.9%,3%,1%
CCCCCn1c(Sc2nc3ccccc3s2)nc2c1c(=O)[nH]c(=O)n2C,-22%,5.4%,1%,-15%
Cc1cc(=O)n(CC(=O)Nc2cccc([N+](=O)[O-])c2)c(-n2nc(C)cc2C)n1,-9%[10.9 µM],-2.4%,-9%,-4%
Cc1cc(C(=O)COc2ncnc3sccc23)c(C)n1C,-6%,-1.2%,-29%,-16%
Cc1cccc(NC(=O)c2cccc(N3CCCS3(=O)=O)c2)c1,-19%[10.9 µM],-1.7%,-16%,-19%
CC(=O)N1CCC2(CC1)CCN(C(c1ccccc1)c1ccccc1)CC2,.,1.3%[11.4 µM],-6%,-6%
CN1CCN(c2ncc3nc(-c4cc(F)cc(F)c4)c(=O)n(Cc4cccs4)c3n2)CC1,-17%,1.2%[11.4 µM],-10%,-14%
N[C@@H](Cc1ccnnc1)C(=O)O,-5%[10.9 µM],0.3%[11.4 µM],4%[9.22 µM],9%[9.22 µM]
Cc1cc(C(=O)N(C)CC(=O)Nc2ccccc2C(F)(F)F)c(C)o1,-5%,1.6%,2%,6%
CCOC(=O)N1CCc2c(sc3c2c(=O)n(-c2ccc(CC)cc2)c(=O)n3CC(=O)c2ccc(F)cc2)C1,-18%[10.9 µM],1.9%,-12%,7%
CC1CCN(CCCNC(=O)CN2CCN(Cc3ccc(Cl)cc3)C2=O)CC1,-31%[inhibitor],-0.3%,1%,-1%
Cn1c(SCC(=O)OC2CCCCC2)nnc1-c1ccc(S(=O)(=O)N2CCCC2)cc1,-2%,-0.3%,?,-5%
Cc1cc(CNC(=O)Nc2ccc3c(c2)OCO3)nn1C,-38%[inhibitor],0.9%,-29%,-21%
CCCCNC(=O)C1(c2ccc(OC)cc2)CCOCC1,.,.,21%,6%
CCCCN(CCCC)CCNC(=O)CN1C(=O)CSc2ccc(S(=O)(=O)N3CCOCC3)cc21,-15%[10.9 µM],1.3%,-23%,-4%
COc1ccccc1N1CCN(S(=O)(=O)c2ccc(-n3cnnn3)cc2)CC1,-8%[10.9 µM],?,-24%,0%
COc1ccc(-c2nc3cnc(N4CCNCC4)nc3n(C3CC3)c2=O)cc1,.,-1.4%[11.4 µM],-14%,-18%
COc1ccccc1C(=O)CC1(O)C(=O)N(CC(N)=O)c2ccccc21 (stereo not drawn),-8%[10.9 µM],-0.7%,-2%,-4%
CCOc1ccc(OCC)c(NC(=O)c2cnc3c(-c4ccccc4)c(C)nn3c2C)c1,-2%[10.9 µM],?,?,-1%
COc1ccc(-c2oc3cc(OC)ccc3c2C(=O)c2ccc(C#N)cc2)cc1,-13%,.,-8%,3%
CCN(Cc1cc2ccccc2[nH]c1=O)S(=O)(=O)c1ccccc1,-20%,2.1%,1%,2%
O=C(Nc1ccccc1)c1cccnc1N1CCOCC1,-5%,-0.7%,7%,-26%
CCOc1ccc(NC(=O)CCNS(=O)(=O)c2cccc3nonc23)cc1,4%[10.9 µM],4.9%,-3%,-4%
Cc1ccc(CN2C(=O)c3oc4ccc(C)cc4c(=O)c3C2c2ccc(O)cc2)cc1 (stereo not drawn),7%[10.9 µM],2.4%,21%,9%
c1nc(NCCN2CCOCC2)c2cc(-c3ccc4c(c3)OCO4)ccc2n1,10%,-2.8%[11.4 µM],3%,-3%
CCOc1ccc(NC(=O)c2ccc3c(c2)c(C)c(C)n3Cc2ccc(F)cc2)cc1,2%[10.9 µM],-5.4%,-18%,17%
Cc1ccccc1NC(=O)C1CCN(S(=O)(=O)c2c(C)noc2/C=C/c2ccco2)CC1,20%[10.9 µM],-5.1%,15%,2%
CC1(C)C=Cc2cc3ccc(=O)oc3cc2O1,-14%,.,?,?
Cc1ccc(NC(=O)CN2C(=O)COc3ccc(S(=O)(=O)N4CCOCC4)cc32)c(Cl)c1,25%[10.9 µM],2.1%,-2%,-4%
O=S(=O)(c1ccc2ccccc2c1)N1CCCCC1,-21%,1.2%,-4%,7%
CCc1nnc2c(NCc3ccccc3)nc3ccccc3n12,7%[10.9 µM],-1.1%,4%,8%
CCC(c1nnnn1CCc1ccccc1)N(Cc1ccco1)Cc1cc2c(C)ccc(C)c2[nH]c1=O (stereo not drawn),-4%,?,-3%,-10%

# Look-ups from the entries so far:
# Reading of CCc1nnc2c(NCc3ccccc3)nc3ccccc3n12 in p53ts 32C tox: 8%
# Reading of CCC(c1nnnn1CCc1ccccc1)N(Cc1ccco1)Cc1cc2c(C)ccc(C)c2[nH]c1=O (stereo not drawn) in p53ts 32C tox: -10%
# Reading of O=S(=O)(c1ccc2ccccc2c1)N1CCCCC1 in IkB sig inh: 1.2%
# Reading of Cc1ccccc1NC(=O)C1CCN(S(=O)(=O)c2c(C)noc2/C=C/c2ccco2)CC1 in p53ts 32C tox: 2%

# High-throughput results (PubChem)
